# OX1R antag-1 = human HCRTR1 antagonism; O43613; CHO/OX1R cells, Fluo-8 calcium fluorescence, orexin A; inhibition, % at 5 µM; hit rate 0.43% among 330,000; AID 434989;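 active = inhibition above its plate's threshold, mean inhibition of all tested compounds on the plate plus 3 SD, cut at about 37% in these data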;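 note: 0% = orexin A challenge wells and 100% = SB-334867-A antagonist wells; not every result past the cut was called active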
# Target sequence (O43613 whole entry, looked up): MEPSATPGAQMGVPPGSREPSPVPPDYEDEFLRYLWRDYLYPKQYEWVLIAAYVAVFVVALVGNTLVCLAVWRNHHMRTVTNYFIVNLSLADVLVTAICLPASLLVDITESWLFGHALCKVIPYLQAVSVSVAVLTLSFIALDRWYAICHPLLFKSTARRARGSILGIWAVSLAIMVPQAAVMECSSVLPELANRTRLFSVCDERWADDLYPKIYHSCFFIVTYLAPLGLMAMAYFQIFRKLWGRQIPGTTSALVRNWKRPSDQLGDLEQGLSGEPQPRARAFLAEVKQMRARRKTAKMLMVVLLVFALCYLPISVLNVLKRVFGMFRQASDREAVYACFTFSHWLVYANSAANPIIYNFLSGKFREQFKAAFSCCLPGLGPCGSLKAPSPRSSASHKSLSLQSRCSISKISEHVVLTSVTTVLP
# OX1R antag-2 = blocks the human orexin 1 receptor | AID 485270 | inhibition, % at 6.6 µM | OX1R-expressing cells, FRET antagonist read-out | hit rate 1.8% among 330,000 | O43613; in the data active = inhibition mostly above about 38%, no sharp cut-off; inactive = mostly below about 40%;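 note: 0% = agonist challenge alone and 100% = reference antagonist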
# An asterisk follows results filed as active.
OX1R antag-2	OX1R antag-1	Molecule
16	-13	COC(=O)CCCSc1nccn1-c1ccccc1
31	-7	CC1CC(C)CN(CCCNC(=O)c2ccc3c(c2)NC(=O)C(N2CCCCC2)S3)C1 (stereo unspecified)
15	-13	COc1ccc(CSCC(=O)NCCC(C)C)cc1
38	-45	O=C(Nc1ccc(Br)cn1)c1ccc(Br)s1
22	-2	N#Cc1c(-c2ccc(F)cc2)nc(-c2ccccc2)[nH]c1=O
-2	3	NS(=O)(=O)c1cc(C(=O)OCC(=O)Nc2ccc3[nH]c(=O)[nH]c3c2)ccc1Cl
79*	-11	NC(=O)c1ccsc1NC(=O)c1ccc2c(c1)CCCC2
8	-8	CCn1c(SCC(=O)Nc2nccc(C)n2)nc2ccccc21
51	-18	COc1cccc(-n2c(SCC(=O)NCCc3ccccc3)nnc2-c2ccoc2C)c1
5	-19	COc1ccccc1NC(=O)COC(=O)CNC(=O)c1ccc(OC)c(OC)c1
44	22	N#CCCN(C(=O)COC(=O)c1ccc(CNS(=O)(=O)c2ccc(F)c(Cl)c2)cc1)c1ccc(F)cc1
35	-7	CSC1=N/C(=C\c2cccnc2)C(=O)N1c1ccccc1
18	2	NC(=O)NC(=O)COC(=O)CCCc1c[nH]c2ccccc12
6	4	CC1(C)NC(C(=O)O)Cc2c1[nH]c1ccccc21 (stereo unspecified)
27	-14	O=C(NCCc1c[nH]c2ccccc12)c1ccc(F)cc1F
6	-11	COc1ccc(CCn2c(N3CCOCC3)nc3c2c(=O)[nH]c(=O)n3C)cc1
9	-1	COc1ccc(C2c3c(n[nH]c3C)CC(C)(O)C2C(C)=O)cc1OC (stereo unspecified)
8	2	O=S(=O)(N/N=C\C=C\c1ccccc1)c1ccc(Cl)cc1
-2	-1	CC(=O)Nc1ccc(S(=O)(=O)Nc2cc(C)c(-n3nc4ccccc4n3)cc2O)cc1
-3	-25	O=C(NCCCc1ccccc1)C1CCN(c2nnc(-n3cccc3)s2)CC1
8	-12	COc1ccc(CN2CCN(C(=O)c3cccc4ccccc34)CC2)cc1OC
8	-1	CC(=O)c1cccc(NC(=O)C2C3CCC(C3)C2C(=O)O)c1 (stereo unspecified)
-1	-7	Cc1ccc2c(c1)nnn2C1CCN(C(=O)C23CC4CC(CC(C4)C2)C3)CC1
48*	-11	CCn1c(/C=C/c2ccccc2)nc2ccccc21
-7	-3	Clc1ccc(NCc2cccnc2)cc1
20	-26	CCOc1ccc(-n2nc(C(=O)N3CCN(CC)CC3)c3ccccc3c2=O)cc1
7	0	CC(=O)NCC12CC3CC(C1)CC(C(=O)O)(C3)C2
13	-9	CCCn1c(Cc2ccccc2)nnc1SCC(=O)N1CCOCC1
12	-9	COc1cc(OC)c(OC)cc1CNCc1ccco1
8	4	Cc1cc2oc(=O)cc(COC(=O)Cn3cnnn3)c2cc1C(C)C
7	-23	CCOC(=O)c1ccc(NC2c3ccccc3C(=O)N2c2cccnc2)cc1 (stereo unspecified)
9	-17	CCOC(=O)CN1C(=O)N[C@@H](CCc2ccccc2)[C@@H](C(=O)OC)[C@H]1C
17	-2	O=S(=O)(c1ccccc1)N1CCc2ccccc2C1
4	-20	NC(=O)NN=C1C2CCCC1C(c1ccccc1)NC2c1ccccc1 (stereo unspecified)
31	-18	CC(O)[C@@H](C(=O)N1CCNCC1)n1cc(CCCCN)nn1 (stereo partly specified)
5	-6	NS(=O)(=O)c1ccc(CCNC(=O)c2ccc(CS(=O)(=O)c3ccc(Br)cc3)o2)cc1
13	-9	Cc1ccc(COc2ccc(C(=O)NN)cc2)cc1
8	-32	Cc1c(O)c(CN2CCCCC2)cc2c3c(c(=O)oc12)CCC3
14	-18	COc1ccc(S(=O)(=O)NC2CCSc3ccccc32)cc1OC (stereo unspecified)
8	-17	COc1ccc(C(CNC(=O)c2ccc(Br)o2)N2CCN(C)CC2)cc1 (stereo unspecified)
5	5	Cc1cc(C(C2C(=O)CC(C)(C)CC2=O)C2C(=O)CC(C)(C)CC2=O)cc(C)c1OC(F)F
5	13	O=C(Nc1ccc(S(=O)(=O)N2CCCC2)cc1)c1cnccn1
7	-9	C=CCn1c(C(C)NC(=O)c2cccc(C)c2)n[nH]c1=S (stereo unspecified)
29	-12	CN(C)S(=O)(=O)c1cccc(NC(=S)NC2CCCCC2)c1
17	-3	COc1cc(CCC(=O)N2CC(C)OC(C)C2)cc(OC)c1OC (stereo unspecified)
12	-12	CN1CCN(S(=O)(=O)c2ccc3ccccc3c2)CC1
30	-21	CN1CCSc2ccc(C(=O)NCc3ccccc3)cc21
10	2	O=C(Cc1ccc(Br)cc1)NNC(=O)c1cccs1
10	-20	COc1ccc(C(=O)Nc2ccc(-c3cn4ccsc4n3)cc2)cc1S(=O)(=O)N1CCOCC1
18	-18	CN(C)CCn1c2c(c(SCC(=O)Nc3ccccc3C(F)(F)F)nc1=O)CCCC2
26	-13	Cc1cccc(C)c1N(CC(=O)N/N=C/c1cc(Br)c(C)o1)S(C)(=O)=O
9	-24	COC(=O)c1cc(NC(=O)c2ccoc2C)cc(C(=O)OC)c1
19	-1	Cc1c(Cl)cccc1NC(=O)CCN1CCN(C)CC1
15	-21	OCc1cn(-c2ccccc2)nc1-c1ccc(Br)cc1
50	-9	NC(=O)[C@@H]1CCCNc2c(I)cc([N+](=O)[O-])cc2C(=O)N[C@@H](CCCN=C(N)N)C(=O)N[C@@H](CCCN=C(N)N)C(=O)N1
15	-7	COc1ccc2c(c1)[nH]c1c(=O)n(Cc3ccco3)cnc12
9	-17	NC(=O)C1CCCN(C(=O)CCCNC(=O)c2ccc(Cl)cc2)C1 (stereo unspecified)
10	-22	Cc1cccc2c(=O)c(Br)c(C)n(Cc3ccccc3)c12
15	-4	CCCc1cc(=O)n2[nH]c(NCc3ccc(OC)c(OC)c3)nc2n1
12	-22	CN(C(=O)c1ccccc1C(=O)OCC(=O)c1ccccc1)c1ccccc1

# Next section:
OX1R antag-2	OX1R antag-1	Molecule
93*	8	CCOC(=O)N/N=C(/C)c1ccc([N+](=O)[O-])o1
43	-22	N#CCCCSc1nnc(CSc2nc3ccccc3s2)n1-c1ccccc1
18	-19	COc1ccc(NC(=O)CCC2COc3ccccc3O2)c(OC)c1 (stereo unspecified)
20	-6	O=Cc1cc([N+](=O)[O-])ccc1N1CCN(Cc2ccc3c(c2)OCO3)CC1
9	-20	Cc1cc(C)n(-c2nc(SCCN(C)C)c3c4c(sc3n2)COC(C)(C)C4)n1
2	-18	Cc1c(/C=C(\CC(=O)O)c2nc3ccccc3s2)cc(C#N)n1C
3	1	NC(N)=NS(=O)(=O)c1ccc(N/C=C/C(=O)c2ccc(Cl)c(Cl)c2)cc1
17	-34	CCOC(=O)CN1C(=O)Nc2ccc(Br)cc2C1c1ccccc1 (stereo unspecified)
20	-13	COc1ccc(CC(=O)OCC(=O)Nc2ccc(Cl)c(S(=O)(=O)N(C)C)c2)cc1
26	-3	COc1ccc(C(Nc2cc(C)ccn2)c2ccc3ccc(C)nc3c2O)cc1 (stereo unspecified)
9	11	CCOC(=O)N1CCC(NC(=O)C2CCCN(Cc3nc(-c4cccc(C)c4)oc3C)C2)CC1 (stereo unspecified)
21	-29	CCn1c(SCC(=O)Nc2ccccc2N2CCCCC2)nc2c1c(=O)n(C)c(=O)n2C
2	-7	CC(Sc1c[nH]c2ccccc12)C(=O)O (stereo unspecified)
28	-12	CC(C)C(NS(=O)(=O)c1ccc2c3c(cccc13)C(=O)N2)C(=O)O (stereo unspecified)
3	3	COc1ccc(CN2CCn3ncc(C(=O)Nc4ccccc4)c3C2=O)cc1
7	-9	CC(NC(=O)CSc1nc2ccc(N)cc2s1)c1ccccc1 (stereo unspecified)
8	3	O=S(=O)(Nc1ccon1)c1cc(Cl)ccc1Cl
20	9	Nc1nc(CSCCO)nc(Nc2ccccc2)n1
14	-12	OC(COC1CCCCC1)CN1CCCCC1 (stereo unspecified)
6	-8	CN(CC(=O)N1CCCC1)S(=O)(=O)c1cccc(Cl)c1
14	-26	Cc1ccc(SCC(=O)OCC(=O)N(CC(C)C)c2c(N)n(Cc3ccccc3)c(=O)[nH]c2=O)c(C)c1
13	-12	O=C(CSc1nnc(CNc2ccc(F)cc2)n1-c1ccccc1)N1CCOCC1
25	-44	CCCS(=O)(=O)c1c(S(=O)(=O)CCC)c2cc(CC)ccn2c1C(=O)OC
32	3	CCN(CC)S(=O)(=O)c1ccc2c(c1)N(CC(=O)NCCc1ccc(S(N)(=O)=O)cc1)C(=O)CO2
18	-17	Cc1cccc(C(=O)Nc2ccc3ccccc3c2)c1
11	-13	Cc1ccccc1NC(=S)NCCSc1ccc(Cl)cc1
4	-27	CC(C)c1ccccc1NC(=S)NCCCn1ccnc1
15	-29	CC(OC(=O)/C=C/c1ccc2ccccc2n1)C(=O)NCc1ccccc1 (stereo unspecified)
1	-16	Cc1nn(-c2ccccc2)c(N)c1N=Nc1cccc(S(=O)(=O)N2CCOCC2)c1
9	12	CCOC(=O)Cn1c(=O)oc2cc(S(=O)(=O)NC(C)(C)CC)ccc21

# Taken from above:
# Cc1cc(C)n(-c2nc(SCCN(C)C)c3c4c(sc3n2)COC(C)(C)C4)n1 in OX1R antag-1 is entered as -20
# CCOC(=O)N/N=C(/C)c1ccc([N+](=O)[O-])o1 in OX1R antag-2 is entered as 93*

# Going on with the list.
OX1R antag-2	OX1R antag-1	Molecule
19	5	C/C(=N\NC(=O)c1ccn(C)n1)c1ccco1
70*	10	COc1cc(-c2nnc(COC(=O)CSc3cc(C)c4ccccc4n3)o2)cc(OC)c1OC
44	-8	COc1ccc(C(=O)N/N=C\c2ccc(OC)c(COc3ccccc3Br)c2)c(OC)c1
18	-10	CC(C)NC(=O)C1CCN(C2CCN(C(=O)Cc3ccc4c(c3)OCO4)CC2)CC1
-4	-3	Cc1noc(/C=C/c2ccco2)c1S(=O)(=O)N1CCC(C(=O)N2CCc3ccccc32)CC1
10	-5	Cc1ccc(C2(C)NC(=O)N(CC(=O)Nc3ccc(-c4nc5ccc(C)cc5s4)cc3)C2=O)cc1 (stereo unspecified)
6	-20	N/C(=N\OC(=O)COc1ccc(Cl)cc1Cl)c1ccccn1
36	-9	CC(C)(C)OC(=O)CC[C@@H](C(=O)N1CCN(C(=O)OC(C)(C)C)CC1)n1cc(C(CO)NC(=O)OC(C)(C)C)nn1 (stereo partly specified)
3	-23	Cc1ccccc1OCC(=O)NCCC1=CCCCC1
8	15	O=C(O)c1ccc(S(=O)(=O)NCc2cccnc2)cc1
27	-9	O=C(COC(=O)c1cc[n+]([O-])cc1)Nc1ccc2c(c1)OCCO2
7	-33	CC(C)c1ccc(NC(=S)NN2C(C)CCCC2C)cc1 (stereo unspecified)
2	-5	COc1ccc(NC(C)=O)cc1S(=O)(=O)N1CCn2cccc2C1C (stereo unspecified)
9	-22	O=C(Nc1cccc(NC(=O)c2cccc([N+](=O)[O-])c2)n1)c1cccc([N+](=O)[O-])c1
14	-21	O=C(NCCN1CCOCC1)/C(=C\c1ccccc1Cl)NC(=O)c1ccccc1
4	-10	CCCCCCSc1ccc([C@H]2N[C@@](C)(C(=O)OC)[C@H]3C(=O)N(C)C(=O)[C@@H]23)cc1
85*	-3	COCCCn1cnc2oc3nc4ccccc4nc3c2c1=O
-5	-24	COC(=O)C1=CN(c2cc(C)cc(C)c2)C=C(C(=O)OC)C1c1cccc(F)c1
6	-20	Cc1ccc(OC(=O)N2CCOCC2)cc1
4	-9	CCCCC(=O)Nc1ccc(C(=O)N(CC)c2ccccc2C)cc1
27	-3	COc1ccc([C@H]2[C@@H]3C=CCC[C@@]3(C)C(=O)N2Cc2ccccc2)cc1Cl
23	-21	COc1ccc(C(=O)NN/C(C)=C/C(=O)c2ccccc2)cc1
14	-34	C(=N\Nc1nc(N2CCCCC2)nc(N2CCCCC2)n1)/c1c[nH]c2ccccc12

# Some of these compounds in order of molar mass, ascending:
OX1R antag-2	OX1R antag-1	Molecule
6	-20	Cc1ccc(OC(=O)N2CCOCC2)cc1
19	5	C/C(=N\NC(=O)c1ccn(C)n1)c1ccco1
3	-23	Cc1ccccc1OCC(=O)NCCC1=CCCCC1
8	15	O=C(O)c1ccc(S(=O)(=O)NCc2cccnc2)cc1
7	-33	CC(C)c1ccc(NC(=S)NN2C(C)CCCC2C)cc1 (stereo unspecified)
23	-21	COc1ccc(C(=O)NN/C(C)=C/C(=O)c2ccccc2)cc1
27	-9	O=C(COC(=O)c1cc[n+]([O-])cc1)Nc1ccc2c(c1)OCCO2
4	-9	CCCCC(=O)Nc1ccc(C(=O)N(CC)c2ccccc2C)cc1
2	-5	COc1ccc(NC(C)=O)cc1S(=O)(=O)N1CCn2cccc2C1C (stereo unspecified)
9	12	CCOC(=O)Cn1c(=O)oc2cc(S(=O)(=O)NC(C)(C)CC)ccc21
27	-3	COc1ccc([C@H]2[C@@H]3C=CCC[C@@]3(C)C(=O)N2Cc2ccccc2)cc1Cl
-5	-24	COC(=O)C1=CN(c2cc(C)cc(C)c2)C=C(C(=O)OC)C1c1cccc(F)c1
14	-34	C(=N\Nc1nc(N2CCCCC2)nc(N2CCCCC2)n1)/c1c[nH]c2ccccc12
9	-22	O=C(Nc1cccc(NC(=O)c2cccc([N+](=O)[O-])c2)n1)c1cccc([N+](=O)[O-])c1
14	-21	O=C(NCCN1CCOCC1)/C(=C\c1ccccc1Cl)NC(=O)c1ccccc1
18	-10	CC(C)NC(=O)C1CCN(C2CCN(C(=O)Cc3ccc4c(c3)OCO4)CC2)CC1
4	-10	CCCCCCSc1ccc([C@H]2N[C@@](C)(C(=O)OC)[C@H]3C(=O)N(C)C(=O)[C@@H]23)cc1
-4	-3	Cc1noc(/C=C/c2ccco2)c1S(=O)(=O)N1CCC(C(=O)N2CCc3ccccc32)CC1
70*	10	COc1cc(-c2nnc(COC(=O)CSc3cc(C)c4ccccc4n3)o2)cc(OC)c1OC
44	-8	COc1ccc(C(=O)N/N=C\c2ccc(OC)c(COc3ccccc3Br)c2)c(OC)c1
36	-9	CC(C)(C)OC(=O)CC[C@@H](C(=O)N1CCN(C(=O)OC(C)(C)C)CC1)n1cc(C(CO)NC(=O)OC(C)(C)C)nn1 (stereo partly specified)

# Bioassay records (PubChem BioAssay)
